High-throughput results: PubChem BioAssay, Broad Institute
S100A4 inh HTS – blocks human S100A4 binding to myosin IIA peptide. S100A4/TAMRA-MyoIIA peptide fluorescence polarization. inhibition, % at 10.7 µM. hit rate 0.14% among 360,000. AID 652163;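 active = mean inhibition of at least 70% across replicates, with every replicate also reaching that level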
Target sequence (P26447 whole entry, looked up): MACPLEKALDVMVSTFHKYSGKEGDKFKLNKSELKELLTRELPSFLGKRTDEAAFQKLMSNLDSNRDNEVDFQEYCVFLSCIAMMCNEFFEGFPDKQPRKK
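Compound dosing: one dose per compound; test system: human S100A4 monomer with TAMRA-labelled myosin IIA peptide; probe or stimulus: TAMRA-labelled myosin IIA heavy-chain peptide probe, 5 nM; medium: HEPES buffer with Ca2+, pH 7.2; schedule: 5 min incubation before reading; benchmarks: neutral control DMSO, positive control TFP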
SIRT5 block – inhibitors of human sirtuin-5 desuccinylase; AID 652115; Q9NXA8; Purified SirT5, succinyl-peptide AMC, trypsin-coupled fluorescence; inhibition, % at 15 µM; hit rate 1.1% among 330,000; in the data active = inhibition above about 15%
Target sequence (Q9NXA8 whole entry, looked up): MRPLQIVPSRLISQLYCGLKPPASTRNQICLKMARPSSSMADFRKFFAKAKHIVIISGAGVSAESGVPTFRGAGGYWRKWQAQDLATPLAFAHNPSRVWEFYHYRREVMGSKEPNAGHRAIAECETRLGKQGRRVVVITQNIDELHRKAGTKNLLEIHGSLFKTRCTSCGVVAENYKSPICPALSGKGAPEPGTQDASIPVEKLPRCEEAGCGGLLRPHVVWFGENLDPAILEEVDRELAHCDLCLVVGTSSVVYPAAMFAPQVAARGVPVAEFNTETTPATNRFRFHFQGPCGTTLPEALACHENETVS
Statin myotox sup – protects C2C12 myotubes from simvastatin toxicity; hit rate 0.78% among 330,000; ATP luminescence, 48 h; scaled: DMSO 0, geranylgeraniol control 100; rescue of ATP level, % at 7.49 µM;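 active = mean ATP rescue above about 67%, or every replicate alone reaching that limit, limit read from the data, passing the limit was not always enough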;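 note: myotubes were challenged with 10 µM simvastatin during compound exposure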
FN deposition inh – fibronectin deposition inhibition; hit rate 0.086% among 350,000; inhibition, % at 12.6 µM; AH1F fibroblasts, Alexa488-fibronectin deposition fluorescence, overnight;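 active = mean inhibition across replicates of 30% or more, regardless of how many single replicates reach that level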;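 note: positive control wells lacked labelled fibronectin entirely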
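Assay system: AH1F fibroblasts assembling fluorescent fibronectin matrix; Amount: 10000 AH1F cells per well; Buffer or medium: DMEM, 2% serum; Probe or stimulus: Alexa488-fibronectin, 24 nM final in well; Doses: single compound dose, delivered by pin transfer; Incubation: 1 h adhesion, overnight exposure; Measured by: fluorescence 485/525 nm; Read-out: fibronectin deposition inhibition.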
esBAF inh – inhibitors of esBAF chromatin remodeling in mouse ES cells; Bmi1-luciferase knock-in reporter, 24 h; 100% = twice the neutral-well signal; reporter increase, % at 12.5 µM; hit rate 2% among 350,000; AID 602393; in the data active = activation above about 40%;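 note: 0% = median of the plate's neutral control wells and 100% = double that signal; a rise in the Bmi1 reporter signal indicates esBAF inhibition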
LGR2 inh – blocks bursicon-induced cAMP signaling via Drosophila LGR2; inhibition, % at 9.99 µM; hit rate 0.35% among 380,000; HEK293 LGR2, CRE-luciferase, bursicon-stimulated, 4 h;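 active = drop in luminescence signal, shown as inhibition above about 50% in the replicate tests, limit read from the data, passing the limit was not always enough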;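 note: agonist challenge used bursicon conditioned medium at about half maximal strength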
CASP6 VEID inh – inhibitors of human caspase-6; hit rate 0.53% among 350,000; inhibition, % at 12.5 µM; purified caspase-6, Z-VEID-R110 cleavage fluorescence;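 active = mean inhibition across replicates at least about 35%, with every replicate also reaching that limit, limit read from the data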;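 note: 0% = median of neutral control wells and 100% = no fluorescence left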
Target sequence (P55212 24-179 limits assumed): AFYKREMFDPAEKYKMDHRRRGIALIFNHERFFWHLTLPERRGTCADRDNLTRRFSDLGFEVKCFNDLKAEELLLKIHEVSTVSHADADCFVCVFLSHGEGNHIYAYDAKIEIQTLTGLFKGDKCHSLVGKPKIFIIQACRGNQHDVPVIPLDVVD
Target sequence (P55212 194-293 limits assumed): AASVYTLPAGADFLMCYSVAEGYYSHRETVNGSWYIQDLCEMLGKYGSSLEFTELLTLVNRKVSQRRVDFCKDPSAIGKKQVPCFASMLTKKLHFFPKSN
The depositor's hits bear a star; · = no result given. An excerpt; rates above refer to the full screens.

SMILES	FN deposition inh	Statin myotox sup	CASP6 VEID inh	SIRT5 block	LGR2 inh	S100A4 inh HTS	esBAF inh
CC12CCC3(CC1CCC1OC12)OCCO3 (stereo not drawn)	6	·	0	·	-3	-2	·
O=C(COC(=O)C1CC2CCCC(C1)C2=O)NNC(=O)c1ccc([N+](=O)[O-])cc1 (stereo not drawn)	·	-11	1	4	-16	5	·
O=C(Cn1nnc2ccccc2c1=O)NCc1ccc(Cl)cc1	2	·	1	-3	-11	3	·
COc1ccc(/C(C)=N/OC/C(O)=C(\C#N)c2nc3ccccc3[nH]2)cc1OC	-2	·	0	-1	10	0	·
O=[N+]([O-])c1ccc(C[n+]2ccc(Cc3ccccc3)cc2)cc1	·	6	-16	-6	-10	-3	4
CCC1CN2CCc3cc(OC)c(OC)cc3C2CC1CC1c2cc(OC)c(OC)cc2CCN1C(=O)C(Cc1c[nH]c2ccccc12)NC(=O)OC(C)(C)C (stereo not drawn)	-11	2	0	·	5	-3	22
S=C(Nc1ccccc1)N1CCN(C/C=C/c2ccccc2)CC1	-2	·	0	-1	13	-1	·
C[C@H]1CN([C@@H](C)CO)C(=O)c2ccccc2-c2ccccc2CO[C@H]1CN(C)S(=O)(=O)c1ccccc1F	-5	·	-3	-5	1	1	3
CCN(Cc1ccccc1)C(=O)C1CCN(C/C(C)=C/c2ccccc2)CC1	4	-7	-1	1	1	5	-7
COC(=O)Cc1cc(=O)oc2cc(OC)ccc12	·	-7	2	-21	-3	9	4
C[C@H]1CN([C@@H](C)CO)C(=O)Cc2cc(NC(=O)Cc3cn(C)c4ccccc34)ccc2O[C@@H]1CN(C)C(=O)Nc1ccc2c(c1)OCO2	·	-9	-3	-2	-16	5	0
CCC(=O)N(C)C[C@H]1Oc2cc(/C=C/c3ccccc3)ccc2S(=O)(=O)N([C@@H](C)CO)C[C@@H]1C	-21	-3	5	5	13	6	1
CNC[C@H]1Oc2ncc(Br)cc2C(=O)N([C@H](C)CO)C[C@H]1C	·	15	3	-4	-19	1	1
C[C@H]1CN([C@@H](C)CO)C(=O)c2cc(NC(=O)Nc3cccc4ccccc34)ccc2O[C@H]1CN(C)C(=O)Nc1cccc2ccccc12	1	34	-1	8	7	-4	2
O=C(Nc1cccc(-c2nc3cccnc3s2)c1)c1ccco1	·	-61	3	-1	-17	-3	36
C[C@@H]1CN([C@@H](C)CO)C(=O)c2cc(N(C)C)ccc2O[C@@H](C)CCCCO[C@@H]1CN(C)Cc1ccncc1	·	21	0	4	-16	6	-1
O=C(O)CCCC(=O)N1CCc2cc(S(=O)(=O)NCc3ccc(F)cc3)ccc21	5	·	-7	-2	11	-3	·
CCOC(=O)CNC(=O)Cc1ccc(OC)cc1	-13	·	1	1	6	3	·
Cc1csc(NC(=O)C2=COCCO2)n1	9	28	-2	0	-46	12	39
Cc1c(Cl)cccc1NC(=O)C1CC2CCC1C2 (stereo not drawn)	6	13	-1	-7	1	-2	0
COc1ccc(-c2cn3c(C)c(C(=O)NCCN4CCOCC4)sc3n2)cc1	12	4	·	·	·	·	56*
O=S1(=O)CC(N2CCCCC2)CN1C1CCCCC1 (stereo not drawn)	-1	-2	-6	-1	12	0	-5
O=C(NC1CCCC1)c1ccc(CS(=O)(=O)Cc2ccccc2F)o1	-8	-3	-1	-1	4	-1	-1
CCN=C1NC(c2ccc(C(F)(F)F)cc2)C(C(=O)OC)=C(C)N1Cc1cccc(C(F)(F)F)c1 (stereo not drawn)	4	·	11	-2	-9	-3	·
COc1cccc(C2C(C(C)=O)=C(C)Nc3ncnn32)c1 (stereo not drawn)	·	9	0	5	9	0	-10
O=C(CCc1nnc(CCc2ccccc2)o1)NC(c1cccnc1)C(F)(F)F (stereo not drawn)	-19	·	-1	·	2	-1	·
C/C=C/c1cnc2c(c1)C(=O)N([C@H](C)CO)C[C@H](C)[C@H](CN(C)C(=O)Nc1c(C)noc1C)O2	·	8	·	-8	21	-85	8
COc1ccccc1OCC(=O)OCc1cc(-c2ccco2)on1	-4	-2	6	19*	-6	-3	1
N#Cc1c(SCC(=O)N2CCOCC2)nsc1SCC(=O)N1CCOCC1	-2	8	·	·	·	·	-2
C[C@@H]1ON(C)[C@H]2C[C@H]3c4[nH]c5c(-c6cccc(Cl)c6)cccc5c4CCN3C(=O)[C@@H]12	6	·	3	1	5	-7	·
CCN1CCN(c2ccc(S(=O)(=O)N3CCOCC3)cc2NC(=O)c2sccc2C)CC1	2	-10	-4	-2	-18	1	0
Cc1ccc2nc(NC(=O)CSc3nc4ccccc4o3)sc2c1	·	3	·	·	-36	·	27
O=C(Nc1ccc2c(c1)OCO2)N[C@@H]1CC[C@@H](CCNC(=O)C2CCOCC2)O[C@@H]1CO	-3	2	2	-3	1	12	1
CCOc1ccc(N2CC(C(=O)Nc3ccccc3OC)CC2=O)cc1 (stereo not drawn)	6	-2	0	·	-8	-3	-7
Cc1ccc(NC(=O)/C(=C\c2ccc([N+](=O)[O-])cc2)NC(=O)c2ccccc2)cc1	-1	-3	·	·	·	·	-1
OC[C@@H]1CN(Cc2cccnc2)C[C@H](n2cnc3c(NC4CCCC4)ncnc32)O1	9	3	0	·	9	-3	0
COc1ccc(C2OC(=O)CC2C(=O)NC2CCCCCC2)cc1OC (stereo not drawn)	·	26	3	-2	2	-1	-4
COc1ccccc1-c1cn(CC[C@H]2CC[C@@H](NS(=O)(=O)c3ccccc3C)[C@H](CO)O2)nn1	4	15	0	-4	-5	0	9
CCc1nc2ccc(C(=O)NCCNC(C)=O)cn2c1N(CCC(C)C)CCN(C)C	-13	-25	-5	-1	11	3	-4
O=C(Cn1nc(-c2ccccc2)c2ccccc2c1=O)Nc1ccc2c(c1)nc1n2CCOC1	4	14	·	·	·	·	33
CCCCCn1c(SCC(=O)OCC)nc2cc(C(=O)NCc3ccco3)ccc2c1=O	-10	18	·	·	15	·	-1
O=C(N[C@H]1C=C[C@H](CC(=O)N2CCc3ccccc3C2)O[C@H]1CO)C1CCC1	3	-1	-5	1	13	18	-1
C[C@H](CO)N1C[C@H](C)[C@@H](CN(C)Cc2ccccc2)OCCCC[C@H](C)Oc2ccc(NS(C)(=O)=O)cc2C1=O	·	44	0	0	22	-16	-6
CC(C)NC(=O)N1CC[C@@H]2[C@H]1c1cc(-c3ccc(F)cc3)ccc1N(C)[C@H]2CO	-2	35	-4	-6	11	-41	-2
O=c1cccccc1NN=C1CCCCCC1	-1	·	5	1	-8	-3	·

An excerpt from above in order of molar mass, ascending:
SMILES	FN deposition inh	Statin myotox sup	CASP6 VEID inh	SIRT5 block	LGR2 inh	S100A4 inh HTS	esBAF inh
COc1cccc(C2C(C(C)=O)=C(C)Nc3ncnn32)c1 (stereo not drawn)	·	9	0	5	9	0	-10
O=C(CCc1nnc(CCc2ccccc2)o1)NC(c1cccnc1)C(F)(F)F (stereo not drawn)	-19	·	-1	·	2	-1	·
O=C(Nc1ccc2c(c1)OCO2)N[C@@H]1CC[C@@H](CCNC(=O)C2CCOCC2)O[C@@H]1CO	-3	2	2	-3	1	12	1

Later entries
SMILES	FN deposition inh	Statin myotox sup	CASP6 VEID inh	SIRT5 block	LGR2 inh	S100A4 inh HTS	esBAF inh
CC(C)(C)c1ccc2c(c1)C(c1ccc3c(c1)OCO3)CC(=O)O2 (stereo not drawn)	-1	1	-2	4	-18	-2	3
O=C(Cn1c(=O)sc2ccccc21)NCCOc1ccccc1F	0	1	·	·	·	·	-3
CCCCNC(=O)C(=O)Nc1cc2c3c(c1)CCC(=O)N3CCC2	11	3	0	-3	-2	-3	-5
CO[C@@H]1CN(C)C(=O)c2cc(NC(=O)C3CCC3)ccc2OC[C@@H](C)N(Cc2ccc(F)cc2)C[C@@H]1C	-8	26	-1	6	0	2	2
CCc1ccc(CN(C(=O)COc2c(C)cccc2C)C2CCS(=O)(=O)C2)cc1 (stereo not drawn)	0	9	1	9	3	2	5
O=c1cc(-c2ccc(Cl)cc2)nc(N2CCN(c3ccccc3)CC2)[nH]1	-8	-1	-2	-6	7	8	-1
Cc1ccc(-n2ncc3c(=O)n(CC(N)=O)cnc32)cc1	-10	6	-1	-3	4	12	-2
CCN(CC(=O)Nc1ccc(OC)cc1)C(=O)CSCc1c(C)noc1C	-6	21	2	1	-2	-2	-5
C[C@@H]1CN([C@H](C)CO)C(=O)Cc2cc(NC(=O)c3ccncc3)ccc2O[C@H]1CN(C)Cc1ccc2c(c1)OCO2	-1	2	-2	-1	-9	1	-2
CC(=O)C1C(=O)CC(C)(O)C(C(C)=O)C1c1ccc(N(C)C)cc1 (stereo not drawn)	6	14	·	·	·	·	-4
COc1cccc(CNC(=O)CCc2nnc(C3CCCCC3)o2)c1	-1	·	-2	-3	-39	-2	·
Cc1ccc(NC(=O)C(C)OC(=O)c2ccc(NS(=O)(=O)c3ccc(F)c(F)c3)cc2)cc1 (stereo not drawn)	2	6	·	·	-6	·	-4
C[C@H]1CN([C@@H](C)CO)C(=O)c2cc(NC(=O)Cn3cnnn3)ccc2O[C@H]1CN(C)C(=O)Nc1ccc(F)cc1	-1	16	0	2	-6	-13	-2
O=C1NC2(CCCCC2)C(=O)N1Cc1cccc(C(F)(F)F)c1	1	13	0	0	6	-9	0
O=C(NN1C(=O)/C(=C/C=C/c2ccco2)SC1=S)c1ccncc1	-1	·	76*	43*	·	-32	·
Fc1cccc2sc(Nc3nnc(-c4ccco4)o3)nc12	8	-9	·	·	·	·	14
O=C(NCc1ccco1)/C(=C/C=C/c1ccccc1)NC(=O)c1ccco1	-3	·	2	0	4	-6	·
COc1ccc(S(=O)(=O)N(C)c2ccc(C(=O)N3CCOCC3)cc2)cc1OC	·	2	1	0	-12	6	2
Cc1ccc([N+](=O)[O-])cc1NC(=S)NC(=O)c1c(Cl)cnn1C	·	·	-2	0	-9	0	·
CC(C)(C)C(=O)c1c(N)[nH]c(C(=O)c2ccccc2)c1-c1ccc(C(F)(F)F)cc1	-1	·	-3	-2	-7	-11	·
CCc1noc(C)c1C(=O)N1CCC(CCC(=O)Nc2cccc(OC)c2)CC1	-3	·	1	0	5	3	·
COc1ccc2c(c1)C=CC1(O2)N(CCO)c2ccccc2C1(C)C (stereo not drawn)	-4	15	·	·	·	97*	3
Cc1ccc(Cl)cc1N1CCN(C(=O)COc2ccc3c(c2)CCC3)CC1	14	·	-2	7	-23	2	·
O=C(C[C@@H]1C[C@H]2c3cc(NC(=O)C4CCC4)ccc3O[C@H]2[C@@H](CO)O1)NCc1ccc2c(c1)OCO2	4	2	1	5	3	-5	3
C[C@@H]1CN([C@H](C)CO)C(=O)c2cc(N(C)C)ccc2O[C@@H](C)CCCCO[C@@H]1CN(C)C(=O)c1ccncc1	·	21	-5	-1	-9	6	10
COC(=O)CN1C(=O)COc2ccc(S(=O)(=O)NCc3ccccc3)cc21	6	1	0	-3	-1	1	4
CN(CC(=O)Nc1ccccc1)CC(=O)Nc1ccc(F)cc1	5	12	-71	-4	12	-2	6
Cn1cc(CC(=O)Nc2ccc(Oc3cccnc3)cc2)c2ccccc21	5	·	-4	·	4	-8	·
C[C@@H]1CCCCO[C@H](CN(C)S(C)(=O)=O)[C@@H](C)CN([C@H](C)CO)C(=O)c2cc(NC(=O)Cc3ccccc3)ccc2O1	·	-27	-1	0	11	-1	3
COc1ccc(COC(=O)C2=C(C)NC(=O)NC2c2ccc(O)cc2)cc1 (stereo not drawn)	6	8	1	1	0	-4	5

Four compounds already listed, arranged by their value in esBAF inh, low to high.
mol	CASP6 VEID inh	SIRT5 block	LGR2 inh	S100A4 inh HTS	esBAF inh
COc1ccc(S(=O)(=O)N(C)c2ccc(C(=O)N3CCOCC3)cc2)cc1OC	1	0	-12	6	2
COc1ccc(COC(=O)C2=C(C)NC(=O)NC2c2ccc(O)cc2)cc1 (stereo not drawn)	1	1	0	-4	5
C[C@@H]1CN([C@H](C)CO)C(=O)c2cc(N(C)C)ccc2O[C@@H](C)CCCCO[C@@H]1CN(C)C(=O)c1ccncc1	-5	-1	-9	6	10
Fc1cccc2sc(Nc3nnc(-c4ccco4)o3)nc12	·	·	·	·	14
